TexasRed fluor = Total Fluorescence Counterscreen for Inhibitors of the Interaction of Thyroid Hormone Receptor and Steroid Receptor Coregulator 2; TRb/SRC2 Texas Red total fluorescence interference; Potency, µM (series often up to 106 µM), for inactives: top-dose fluorescence change, negative = quenching; 0.29% of 280,000 active; AID 1479, 2009; active = well fitted curve in either direction with a large enough effect; inconclusive = small, poorly fitted or top-dose-only effect
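Flags fluorescent or light-absorbing compounds by total fluorescence, S + 2P, at 555 nm excitation and 632 nm emission. Mixture: 20 nM Texas Red SRC2 peptide, 0.6 uM human TRb LBD, 1 uM T3, 5% DMSO; compound exposure 5 h at ambient temperature.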
TRb SRC2 PPI = qHTS for Inhibitors of the Interaction of Thyroid Hormone Receptor and Steroid Receptor Coregulator 2. Thyroid hormone receptor beta (Homo sapiens), P10828. TRbeta-SRC2 peptide binding, fluorescence polarization; receptor liganded with 1 µM T3. Potency, µM (highest dose often 106 µM), for inactives: top-dose activity change, negative = inhibition, hits mostly inhibitors. 0.065% of 280,000 active. AID 1469, 2008;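 also: plate controls were bound peptide for no effect and peptide without receptor for full effect; nearly all actives have a fitted effect of over 50% in size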
Target sequence (P10828 whole entry, looked up): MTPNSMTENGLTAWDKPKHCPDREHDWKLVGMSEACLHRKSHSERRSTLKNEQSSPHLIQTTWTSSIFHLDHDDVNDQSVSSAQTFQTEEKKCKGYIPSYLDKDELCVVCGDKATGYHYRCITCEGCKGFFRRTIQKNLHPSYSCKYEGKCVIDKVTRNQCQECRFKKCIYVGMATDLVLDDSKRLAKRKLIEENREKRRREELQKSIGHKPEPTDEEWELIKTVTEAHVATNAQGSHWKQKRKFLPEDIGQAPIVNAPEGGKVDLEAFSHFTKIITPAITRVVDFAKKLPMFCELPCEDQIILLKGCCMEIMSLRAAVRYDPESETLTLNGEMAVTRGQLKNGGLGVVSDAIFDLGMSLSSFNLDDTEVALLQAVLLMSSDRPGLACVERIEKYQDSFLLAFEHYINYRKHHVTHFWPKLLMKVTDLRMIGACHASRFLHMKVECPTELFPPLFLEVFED
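Quantitative HTS by FP: 0.6 uM TRb LBD, 20 nM labeled SRC2 20-mer, 1 uM T3, 5% DMSO; 5 hr ambient incubation; % activity per concentration and potencies from concentration series.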
GLA spleen mod = qHTS Assay for Inhibitors and Activators of Human alpha-Galactosidase From Spleen Homogenate; Alpha-galactosidase A (Homo sapiens), P06280; human spleen homogenate, 4MU-alpha-Gal fluorescence, 40 min; Potency, µM (top dose mostly 80 µM), for inactives: top-dose activity change, negative = inhibition, usual class: inhibitors; 0.008% of 240,000 active; AID 2107, 2009;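 also: 0% = enzyme with vehicle and -100% = no enzyme basal signal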
Target sequence (P06280 32-429 limits assumed): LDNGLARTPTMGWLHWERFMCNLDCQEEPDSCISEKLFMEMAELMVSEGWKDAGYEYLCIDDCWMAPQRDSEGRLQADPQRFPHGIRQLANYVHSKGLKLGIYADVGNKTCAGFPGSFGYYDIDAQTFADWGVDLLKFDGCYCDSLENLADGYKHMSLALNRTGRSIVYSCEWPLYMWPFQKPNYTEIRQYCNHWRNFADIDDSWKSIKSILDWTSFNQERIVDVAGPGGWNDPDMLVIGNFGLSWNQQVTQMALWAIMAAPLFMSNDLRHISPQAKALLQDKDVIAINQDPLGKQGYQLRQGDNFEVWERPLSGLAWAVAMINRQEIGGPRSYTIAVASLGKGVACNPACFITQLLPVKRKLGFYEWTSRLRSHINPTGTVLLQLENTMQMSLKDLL
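Human spleen homogenate (1 ug) as enzyme source, 4-methylumbelliferyl-alpha-D-galactopyranoside 1 mM final, citrate/phosphate pH 5.0 with 0.01% Tween-20. Compounds 40 min at 37C, NaOH/glycine stop; fluorescence Ex 365/Em 440, Hill-fit AC50.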
* hit, by the source's call; ? = inconclusive; · = no result given; & = joins results of further samples; [ ] = remark or other dose. Unless noted, calls follow the shape of the dose curve; as a rule, active = well fitted inhibition curve with a large enough effect; inconclusive = small, poorly fitted or top-dose-only effect, or effect the other way; inactive = flat fitted curve, though single readings scatter. Unless noted, % is scaled to controls: 0 for no effect and ±100 for the full control effect; potency is read from the fitted curve at half-maximal effect. The list is partial; count on the stated rates, not on these rows.

SMILES | TexasRed fluor | TRb SRC2 PPI | GLA spleen mod
COc1ccc(-c2nc3cnc(N4CCOCC4)nc3n(C)c2=O)cc1 | · | · | 2%
COc1ccc(-c2nc3cnc(N(C)C)nc3n(Cc3cccs3)c2=O)cc1 | · | · | 9%
CN1CCN(c2ncnc3ccc(-c4cccnc4)cc23)CC1 | · | · | -2%
CN(C)c1ccc(-c2ccc3ncnc(-n4ccnc4)c3c2)cc1 | · | · | 0%
O=C(c1ccco1)N1CCC[C@@]2(CCN(c3ccccc3)C2)C1 | · | · | 5%
COc1ccccc1CN1CCCC2(CCN(C(=O)c3cccn3C)CC2)C1 | · | · | -12%
COc1ncc2nc(-c3cccs3)c(=O)n(C)c2n1 | · | · | ?
CN(C)c1ccc(-c2cncnc2-n2ccnc2)cc1 | · | · | -10%
COCC(=O)N1CCC2(CCCN(c3ccccc3)C2)CC1 | · | · | 4%
O=C(c1ccncc1)N1CCC2(CC1)CN(c1ccccc1)C2 | · | · | 7%
Cc1ccccc1-c1nc(N(C)C)c2ccccc2n1 | · | · | -2%
c1ccc2c(NC3CCNCC3)nc(-c3ccoc3)nc2c1 | · | · | -6%
Cn1cccc1C(=O)N1CCC2(CC1)CCN(c1ncccn1)CC2 | · | · | -1%
COCCn1c(=O)c(-c2cccc(C#N)c2)nc2cnc(N3CCOCC3)nc21 | · | · | -1%
CN1CCN(c2ncc3ncc(=O)n(CCc4ccccc4)c3n2)CC1 | · | · | 2%

Four compounds out of the list, sorted by number of heavy atoms, lowest first:
SMILES | TexasRed fluor | TRb SRC2 PPI | GLA spleen mod
CN(C)c1ccc(-c2cncnc2-n2ccnc2)cc1 | · | · | -10%
COCC(=O)N1CCC2(CCCN(c3ccccc3)C2)CC1 | · | · | 4%
CN(C)c1ccc(-c2ccc3ncnc(-n4ccnc4)c3c2)cc1 | · | · | 0%
CN1CCN(c2ncc3ncc(=O)n(CCc4ccccc4)c3n2)CC1 | · | · | 2%

Next section
SMILES | TexasRed fluor | TRb SRC2 PPI | GLA spleen mod
Cc1noc(C)c1-c1ccc2ncnc(NC3CCNCC3)c2c1 | · | · | 4%
O=C(Nc1ccccc1)N1CC2(CCN(C(=O)c3ccncc3)CC2)C1 | · | · | 8%
O=c1c(-c2cccs2)nc2cnc(N3CCNCC3)nc2n1C1CC1 | · | · | -3%
CN(C)c1ncc2nc(-c3cc(F)cc(F)c3)c(=O)n(Cc3cccs3)c2n1 | · | · | 1%
O=c1c(-c2cccs2)nc2cnc(Oc3ccccc3)nc2n1C1CC1 | · | · | 7%
CC(=O)NCCNc1ccnc(-c2ccccc2C)n1 | · | · | 5%
COc1cccc(Nc2ncc3nc(CCc4ccccc4)c(=O)n(C4CC4)c3n2)c1 | · | · | 9%
COCCn1c(=O)c(-c2cccc(C#N)c2)nc2cnc(OC)nc21 | · | · | -9%
COc1ccc(Oc2ncc3nc(CCc4ccccc4)c(=O)n(C4CC4)c3n2)cc1 | · | · | -10%
COCC(=O)N1CCC[C@@]2(CCN(C(c3ccccc3)c3ccccc3)C2)C1 | · | · | 6%
CN1CCN(c2ncc3nc(-c4ccccc4)c(=O)n(CCc4ccccc4)c3n2)CC1 | · | · | 1%
COc1ccc(CNc2cc(-c3ccoc3)ncn2)c(OC)c1 | · | · | ?
O=C(c1csnn1)N1CCC[C@@]2(CCN(Cc3nccs3)C2)C1 | · | · | 3%
CN(C)c1ncc2nc(-c3cccs3)c(=O)n(C3CC3)c2n1 | · | · | ?
CCNc1ncc2ncc(=O)n(Cc3ccc(F)cc3)c2n1 | · | · | ?
CS(=O)(=O)N1CCC2(CCN(C(=O)Nc3cccc(F)c3)CC2)CC1 | · | · | -7%
O=S(=O)(c1ccccc1)N1CCC2(CCCN(c3ccccn3)C2)CC1 | · | · | 10%
N#CCCn1c(=O)c(-c2ccccc2)nc2cnc(N3CCNCC3)nc21 | · | · | ?
COC(=O)N1CCC2(CC1)CN(c1ccc(-c3ccccc3)cc1)C2 | · | · | 0%
COc1ccc(NC(=O)N2CC[C@@]3(CCCN(C(=O)c4ccc(OC)cc4)C3)C2)cc1 | · | · | 0%
O=C(Oc1ccccc1)N1CCC2(CCCN(c3ncccn3)C2)CC1 | · | · | -4%
COc1cccc(Cn2c(=O)c(C)nc3cnc(N4CCNCC4)nc32)c1 | · | · | 0%
O=C(c1cnccn1)N1CCC2(CCN(Cc3cc(C(F)(F)F)cc(C(F)(F)F)c3)CC2)CC1 | · | · | -3%
O=C(c1cccc(F)c1)N1CCC2(CC1)CN(c1ccccn1)C2 | · | · | -3%
Cc1nc2cnc(N3CCOCC3)nc2n(C[C@H]2CCCO2)c1=O | · | · | -1%
c1cncc(CNc2cc(-c3ccoc3)ncn2)c1 | · | · | -14%
COc1ccc2[nH]cc(CCNc3ncnc4ccc(-c5ccccc5OC)cc34)c2c1 | · | · | -18%
O=c1cnc2cnc(N3CCOCC3)nc2n1Cc1ccc(F)cc1 | · | · | 4%
COc1ccccc1CNc1ncncc1-c1cccc(NS(C)(=O)=O)c1 | · | · | -10%
N#Cc1ccc(CN2CCC3(CC2)CCN(C(=O)c2cnccn2)CC3)cc1 | · | · | 4%
CS(=O)(=O)N1CCC2(CC1)CN(Cc1ccccc1)C2 | · | · | 6%
COc1ccc(-n2c(=O)c(-c3ccccc3)nc3cnc(N4CCOCC4)nc32)cc1 | · | · | -8%
CS(=O)(=O)N1CCC2(CC1)CN(C(=O)Nc1ccccc1)C2 | · | · | -14%
COc1ccc(CNc2ncncc2-c2c(C)noc2C)c(OC)c1 | · | · | 3%
COc1ccc(NC(=O)N2CC3(CCN(C(=O)c4csnn4)CC3)C2)cc1 | · | · | -3%
O=c1c(-c2ccccc2)nc2cnc(Oc3ccccc3)nc2n1C1CC1 | · | · | 1%
COc1ccc(-n2c(=O)cnc3cnc(Oc4ccccc4)nc32)cc1 | · | · | 1%
COCC(=O)N1CCC2(CC1)CN(Cc1cc(C(F)(F)F)cc(C(F)(F)F)c1)C2 | · | · | -10%
O=C(Nc1ccccc1)N1CCC2(CC1)CCN(C(=O)c1cnccn1)CC2 | · | · | 5%
COc1ccccc1CNc1nc(-c2cccc(NS(C)(=O)=O)c2)nc2ccccc12 | · | · | 14%
CN1CCN(c2ncc3ncc(=O)n(C[C@H]4CCCO4)c3n2)CC1 | · | · | ?
O=C(c1ccncc1)N1CCC2(CC1)CN(C(c1ccccc1)c1ccccc1)C2 | · | · | 1%
CN(C)c1ncc2nc(-c3cccs3)c(=O)n(CCC#N)c2n1 | · | · | 5%
CN1CCN(c2ncnc3ccc(-c4ccccc4Cl)cc23)CC1 | · | · | 3%
CCNc1ncc2ncc(=O)n(Cc3cccs3)c2n1 | · | · | 9%
N#CCCn1c(=O)c(CCc2ccccc2)nc2cnc(Nc3ccccc3)nc21 | · | · | 1%
CCNc1ncc2nc(-c3cn(C)c4ccccc34)c(=O)n(C)c2n1 | · | · | 4%
O=S(=O)(c1ccccc1)N1CCC2(CC1)CN(Cc1ccccc1)C2 | · | · | 5%
COc1ccccc1-c1nc(NCCN2CCOCC2)c2ccccc2n1 | · | · | -2%
CC(=O)N1CCC[C@@]2(CCN(Cc3ccc(C#N)cc3)C2)C1 | · | · | 3%
FC(F)(F)c1ccccc1-c1cc(NCc2ccccc2)ncn1 | · | · | -2%
CN1CCN(c2ncc3nc(CCc4ccccc4)c(=O)n(Cc4ccc(F)cc4)c3n2)CC1 | · | · | 4%
COc1ccc(Oc2ncc3nc(-c4cccs4)c(=O)n(CCC#N)c3n2)cc1 | · | · | 17%
CN(Cc1ccco1)c1ncncc1-c1ccccc1C(F)(F)F | · | · | -19%
COc1ccccc1CN1CCCC2(CCN(S(C)(=O)=O)CC2)C1 | · | · | 3%
COc1ccccc1CN1CCC2(CC1)CCN(C(=O)c1csnn1)CC2 | · | · | 3%
N#CCCn1c(=O)c(-c2cc(F)cc(F)c2)nc2cnc(Nc3ccccc3)nc21 | · | · | -19%
Cc1noc(C)c1C(=O)N1CCC2(CCCN(c3ccncc3)C2)CC1 | · | · | -5%
CC(C)CN1CC2(CCN(C(=O)c3csnn3)CC2)C1 | · | · | -1%
COc1ccc(NC(=O)N2CC[C@@]3(CCCNC3)C2)cc1 | · | · | -1%

Next structures follow.
SMILES | TexasRed fluor | TRb SRC2 PPI | GLA spleen mod
CN1CCN(c2ncc3nc(-c4cc(F)cc(F)c4)c(=O)n(CCc4ccccc4)c3n2)CC1 | · | · | 14%
O=C(c1csnn1)N1CCC2(CC1)CCN(c1cccc(-c3ccccc3)c1)CC2 | · | · | 12%
O=c1c(-c2cc(F)cc(F)c2)nc2cnc(N3CCNCC3)nc2n1C1CC1 | · | · | 22%
Cc1c(C(=O)NN2CCCCC2)nn(-c2ccc(Cl)cc2Cl)c1-c1ccc(Cl)cc1 | -1% | 1% | ·
CC(C)Cc1ccc(CC(=O)O)cc1 | 0% | -1% | ·
CCCCCCCCCCCCCCO | 0%[201 µM] | 6%[201 µM] | ·
O=C1CCCCCCCCCCC1 | 0%[201 µM] | -4%[201 µM] | ·
CCCCCCCCCCCC(=O)OCC(O)CO (configuration not stated) | 1% | 1% | ·
CS(=O)(=O)c1ccc(Cl)cc1 | -1%[201 µM] | 2%[201 µM] | ·
CC(C)(C)[C@H](O)[C@H](Cc1ccc(Cl)cc1)n1cncn1 | 0%&3%[201 µM] | -2%&0%[201 µM] | ·
O=[n+]1ccn([O-])c2ccccc21 | -2% | 5% | ·
CCc1ncnc2cc(OC)c(OC)cc12 | -1% | 6% | ·
CC(C)c1ccc2cc(C(C)C)ccc2c1 | 3%[201 µM] | -2%[201 µM] | ·
CCCCC(=O)OCC(=O)[C@]1(O)Cc2c(O)c3c(c(O)c2[C@H](OC2CC(NC(=O)C(F)(F)F)C(O)C(C)O2)C1)C(=O)c1c(OC)cccc1C3=O (some centres not stated) | ? | 2% | ·
O=c1[nH]c(=O)c2ccccc2o1 | 0% | 0% | ·
C/C(=C\C(C)CC(C)CC(C)C)C1CC(=O)OC1=O (configuration not stated) | -4%[201 µM] | 1%[201 µM] | ·
C[C@]12CC[C@H]3c4ccc(O)cc4CC[C@@H]3[C@H]1CC[C@@H]2OP(=O)(O)O | -3% | 6% | ·
Cc1ncc(COP(=O)(O)O)c(C=O)c1O | 1% | 1% | ·
O=C(O)CCCc1c[nH]c2ccccc12 | -1%[201 µM] | 6%[201 µM] | ·
C=CCCCCCCCCCCCC | -4%[201 µM] | 3%[201 µM] | ·
Brc1ccc(Br)c(Br)c1 | -4%[201 µM] | 4%[201 µM] | ·
Cc1ccc(-c2ncc(Cl)cc2-c2ccc(S(C)(=O)=O)cc2)cn1 | -1% | 9% | ·
CCCCCc1ccc(N)cc1 | 1%[201 µM] | -7%[201 µM] | ·
CCOC(=O)CC(O)(CC(=O)OCC)C(=O)OCC | 0%[201 µM] | -3%[201 µM] | ·
O=C(O)/C=C/c1ccccc1 | 1% | -4% | ·
CCCc1ccc(C(=O)O)cc1 | -4% | 6% | ·
COC(=O)C1CCC(C(=O)OC)CC1 (configuration not stated) | 3%[201 µM] | 2%[201 µM] | ·
COC1C(OC(=O)/C=C/C=C/C=C/C=C/C(=O)O)CCC2(CO2)C1C1(C)OC1CC=C(C)C (configuration not stated) | -3% | 1% | ·

Of the compounds above, nine contain a thiophene ring, fused or not.
SMILES | TexasRed fluor | TRb SRC2 PPI | GLA spleen mod
COc1ccc(-c2nc3cnc(N(C)C)nc3n(Cc3cccs3)c2=O)cc1 | · | · | 9%
COc1ncc2nc(-c3cccs3)c(=O)n(C)c2n1 | · | · | ?
O=c1c(-c2cccs2)nc2cnc(N3CCNCC3)nc2n1C1CC1 | · | · | -3%
CN(C)c1ncc2nc(-c3cc(F)cc(F)c3)c(=O)n(Cc3cccs3)c2n1 | · | · | 1%
O=c1c(-c2cccs2)nc2cnc(Oc3ccccc3)nc2n1C1CC1 | · | · | 7%
CN(C)c1ncc2nc(-c3cccs3)c(=O)n(C3CC3)c2n1 | · | · | ?
CN(C)c1ncc2nc(-c3cccs3)c(=O)n(CCC#N)c2n1 | · | · | 5%
CCNc1ncc2ncc(=O)n(Cc3cccs3)c2n1 | · | · | 9%
COc1ccc(Oc2ncc3nc(-c4cccs4)c(=O)n(CCC#N)c3n2)cc1 | · | · | 17%
